Bioassay records deposited in PubChem by National Center for Advancing Translational Sciences (NCATS).
aGal spleen mod: alpha-galactosidase A (human) modulation; AID 2107; P06280; 0.008% of 240,000 active; Potency, µM (titrated, usually from 80 µM), inactives show top-dose activity change, negative = inhibition, usual class: inhibitors; human spleen homogenate, 4MU-alpha-Gal fluorescence, 40 min;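 also: potency is read from the fitted curve at half-maximal effect; 0% = enzyme with vehicle and -100% = no enzyme basal signal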
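qHTS titration in buffer at pH 5.0. Alpha-galactosidase activity in spleen homogenate was measured via 4-methylumbelliferone release from 1 mM fluorogenic substrate after 40 min at 37C and a pH 10 stop. AC50 came from Hill fits of control-normalized data.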
TRb SRC2 PPI: inhibitors of human thyroid hormone receptor beta-SRC2 interaction. P10828. TRbeta-SRC2 peptide binding, fluorescence polarization; receptor liganded with 1 µM T3. Potency, µM (highest dose often 106 µM), without a hit: at the highest dose activity change, negative = inhibition, usual class: inhibitors. 0.065% of 280,000 active;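 also: potency is read from the fitted curve at half-maximal effect; plate controls were bound peptide for no effect and peptide without receptor for full effect; nearly all actives have a fitted effect of over 50% in size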
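Quantitative HTS by FP: 0.6 uM TRb LBD, 20 nM labeled SRC2 20-mer, 1 uM T3, 5% DMSO; 5 hr ambient incubation; % activity per concentration and potencies from concentration series.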
CBFb-RUNX1 inh: blocks binding between human CBF-beta and RUNX1; Q01196+Q13951; AlphaScreen CBFb-His/RUNX1-biotin binding, biochemical; Potency, µM (titrated, usually from 59.8 µM), for the others: top-dose activity, negative = inhibition, usual class: inhibitors; 230,000 tested, under 10 active; AID 1477; also: % of control where 0% means no effect
Target sequence (Q01196 whole entry, looked up): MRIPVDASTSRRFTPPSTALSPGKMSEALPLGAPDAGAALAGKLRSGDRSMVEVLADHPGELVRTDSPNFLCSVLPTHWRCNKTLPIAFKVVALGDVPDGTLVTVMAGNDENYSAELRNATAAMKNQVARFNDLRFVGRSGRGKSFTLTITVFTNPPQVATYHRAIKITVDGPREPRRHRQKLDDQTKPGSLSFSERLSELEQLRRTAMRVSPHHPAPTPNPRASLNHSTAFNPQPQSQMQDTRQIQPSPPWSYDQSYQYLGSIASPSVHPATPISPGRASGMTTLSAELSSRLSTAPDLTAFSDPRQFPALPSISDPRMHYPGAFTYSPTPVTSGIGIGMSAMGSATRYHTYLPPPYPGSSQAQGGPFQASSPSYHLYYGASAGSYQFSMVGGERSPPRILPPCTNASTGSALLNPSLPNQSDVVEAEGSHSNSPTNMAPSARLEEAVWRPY
Target sequence (Q13951 whole entry, looked up): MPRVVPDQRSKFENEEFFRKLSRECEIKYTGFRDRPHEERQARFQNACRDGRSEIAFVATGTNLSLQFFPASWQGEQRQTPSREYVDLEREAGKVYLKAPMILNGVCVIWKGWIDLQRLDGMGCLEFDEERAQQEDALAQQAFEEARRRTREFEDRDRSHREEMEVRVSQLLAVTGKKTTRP
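His-tagged CBF-beta and biotinylated RUNX1 (30 nM each) were premixed 20 min at room temperature, exposed to compound for 15 min, then given nickel-chelate and streptavidin AlphaScreen beads (50 ng each). After 90 min, AlphaScreen signal was read.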
Tau fluor cs: counter-screen for tau fibril formation inhibitors; AID 1463; Potency, µM (titrated, usually from 57.7 µM), without a hit: at the highest dose activity change, negative = decrease; 0.93% of 280,000 active; tau K18 P301L Alexa594 fluorescence, heparin fibrillization; also: potency is read from the fitted curve at half-maximal effect; % is scaled to controls: 0 for no effect and ±100 for the full control effect; nearly all actives have a fitted effect of over 55% in size
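Human tau K18 P301L (15 uM unlabeled, 0.24 uM Alexa 594-labeled) in 100 mM sodium acetate pH 7 with 20 uM heparin, 6 hr at 37 C. ThT 30 uM added, 1 hr ambient; Alexa 594 FP and total fluorescence read at 555/632 nm.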
TexasRed fluor: alters Texas Red total fluorescence, flagging assay interference | 0.29% of 280,000 active | TRb/SRC2 Texas Red total fluorescence interference | Potency, µM (highest dose often 106 µM), without a hit: at the highest dose fluorescence change, negative = quenching; active = well fitted curve in either direction with a large enough effect; inconclusive = small, poorly fitted or top-dose-only effect; also: potency is read from the fitted curve at half-maximal effect; % is scaled to controls: 0 for no effect and ±100 for the full control effect
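Human TRb ligand-binding domain at 0.6 uM with 20 nM Texas Red SRC2 peptide in Tris buffer containing 1 uM T3 and 5% DMSO, incubated with compound 5 h at ambient temperature. Total fluorescence (555/632 nm) calculated as parallel + 2 × perpendicular.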
Epigenetic derep: regulators of epigenetic silencing causing reporter derepression in mouse cells; 0.2% of 280,000 active; Potency, µM (doses to about 53.9 µM), for inactives: top-dose GFP activation, most hits filed as activators; murine LDR cells, GFP reporter derepression, 30 h; also: potency is read from the fitted curve at half-maximal effect; % of control where 0% means no effect; nearly all actives have a fitted effect of over 60% in size
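Murine LDR cells carrying a silenced, genomically integrated CMV-driven GFP reporter were exposed to compound for 30 hours at 37 C. After PBS washes, GFP-positive cells (20–120 um objects) were counted by laser-scanning microplate cytometry.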
Tau fibril FP: inhibitors of human tau fibril formation | Potency, µM (doses to about 57.7 µM), inactives show top-dose activity, negative = inhibition, actives largely listed as inhibitors | P10636 | K18 P301L tau heparin fibrillization, Alexa594 FP, 6 h | 0.39% of 280,000 active; also: potency is read from the fitted curve at half-maximal effect; % is scaled to controls: 0 for no effect and ±100 for the full control effect; nearly all actives have a fitted effect of over 55% in size
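Read-out: fluorescence polarization of Alexa 594-labeled tau (0.24 uM), 555 nm excitation, 632 nm emission. Mixtures held 15 uM unlabeled K18 P301L, compound and 20 uM heparin, pH 7 acetate buffer, incubated 6 hr at 37 C.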
NPSR antag: antagonists of human neuropeptide S receptor cAMP signaling; Q6W5P4; Potency, µM (series often up to 38.3 µM), for the others: top-dose activity change, negative = inhibition, hits mostly inhibitors; CHO-NPSR cells, cAMP TR-FRET, antagonist mode; 1% of 220,000 active; also: potency is read from the fitted curve at half-maximal effect; % is scaled to controls: 0 for no effect and ±100 for the full control effect; nearly all actives have a fitted effect of over 50% in size; many of its hits are not listed in these tables
Target sequence (Q6W5P4 whole entry, looked up): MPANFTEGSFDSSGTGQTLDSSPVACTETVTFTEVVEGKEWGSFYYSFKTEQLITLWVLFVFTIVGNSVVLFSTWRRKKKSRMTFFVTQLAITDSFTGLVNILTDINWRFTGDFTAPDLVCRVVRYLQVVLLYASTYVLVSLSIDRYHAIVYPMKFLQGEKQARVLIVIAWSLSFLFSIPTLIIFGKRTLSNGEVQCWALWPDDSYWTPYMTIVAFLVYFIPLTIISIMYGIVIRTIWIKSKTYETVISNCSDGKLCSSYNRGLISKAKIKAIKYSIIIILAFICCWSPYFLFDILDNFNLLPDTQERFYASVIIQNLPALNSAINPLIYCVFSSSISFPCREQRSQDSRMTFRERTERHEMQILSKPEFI
Numbers without * were called inactive; [ ] = remark or other dose. Unless noted, calls follow the shape of the dose curve; as a rule, active = well fitted curve in the direction sought with a large enough effect; inconclusive = small, poorly fitted or top-dose-only effect, or another doubt; inactive = no such curve, though single readings can be large; an effect the other way counts as inactive or inconclusive.

`CN(C)CCCNC(=O)/C(=C\c1ccc(-c2ccc(Br)cc2)o1)NC(=O)c1ccccc1` gave aGal spleen mod 3%, TRb SRC2 PPI -4%, CBFb-RUNX1 inh 1%, Tau fluor cs -6%, TexasRed fluor -1%, Epigenetic derep 9.0%, Tau fibril FP -2% and NPSR antag -2%.
Screening Oc1[nH]c(N=C2N=c3ccccc3=N2)c2ccccc12 returned aGal spleen mod 4%, TRb SRC2 PPI 10%, CBFb-RUNX1 inh -20%, Tau fluor cs -25%, TexasRed fluor -4%, Epigenetic derep 13µM*, Tau fibril FP -5% and NPSR antag 50%.
Cn1c2c(c(=O)n(C)c1=O)C(C(F)(F)F)(C(F)(F)F)N=C(c1ccccc1Cl)N2 was read as aGal spleen mod -2%, TRb SRC2 PPI -10%, CBFb-RUNX1 inh inconclusive, Tau fluor cs -3%, TexasRed fluor -1%, Epigenetic derep 7.0%, Tau fibril FP -2% and NPSR antag -10%[46.1 µM].
O=C(Nc1ccc(S(=O)(=O)N2CCCc3ccccc32)cc1)C1CCCO1 (stereo not given) was read as aGal spleen mod -14%, TRb SRC2 PPI -23%, CBFb-RUNX1 inh 4%, Tau fluor cs -18%, TexasRed fluor -1%, Epigenetic derep 0.0%, Tau fibril FP -11% and NPSR antag 0%[46.1 µM].
For COc1ccc(-c2cc(C(=O)O)nc3ccc4ccccc4c23)cc1OC the results were aGal spleen mod -1%, TRb SRC2 PPI 2%, CBFb-RUNX1 inh 3%, Tau fluor cs -4%, TexasRed fluor -3%, Epigenetic derep 1.3%, Tau fibril FP -1% and NPSR antag 17%.
Screening COc1ccc(C(=O)Nc2nc(C)cc(C)n2)cc1 returned aGal spleen mod -10%, TRb SRC2 PPI -8%, CBFb-RUNX1 inh -10%, Tau fluor cs -12%, TexasRed fluor 4%, Epigenetic derep -1.1%, Tau fibril FP -25% and NPSR antag 5%.
`CC1C(=O)Nc2ccc(S(=O)(=O)Nc3ccccc3Br)cc2NC1=O` (stereo not given) gave TRb SRC2 PPI -5%, Tau fluor cs -25%, TexasRed fluor -2%, Epigenetic derep -1.5% and Tau fibril FP -2%.
For COc1ccccc1C(=O)Nc1c(C)n(C)n(-c2ccccc2)c1=O the results were aGal spleen mod -5%, TRb SRC2 PPI 6%, CBFb-RUNX1 inh -2%, Tau fluor cs 1%, TexasRed fluor -1%, Epigenetic derep 2.9%, Tau fibril FP -2% and NPSR antag -19%[46.1 µM].
`COCCCNC(=O)C1CCN(C(=O)c2ccc(-n3ccc4ccccc43)s2)CC1` gave TRb SRC2 PPI -2%, Tau fluor cs -5%, TexasRed fluor 0%, Epigenetic derep -0.7% and Tau fibril FP 3%.
Screening COc1cccc(NC(=O)Cn2c(=O)n(-c3ccc(CC(=O)NCC4CCCO4)cc3)c(=O)c3ccccc32)c1 (stereo not given) returned TRb SRC2 PPI 5%, Tau fluor cs -25%, TexasRed fluor 0%, Epigenetic derep 0.0% and Tau fibril FP 3%.

Reprinted from the entries so far for reference:
`CC1C(=O)Nc2ccc(S(=O)(=O)Nc3ccccc3Br)cc2NC1=O` (stereo not given) gave TRb SRC2 PPI -5%, Tau fluor cs -25%, TexasRed fluor -2%, Epigenetic derep -1.5% and Tau fibril FP -2%.
For COc1ccccc1C(=O)Nc1c(C)n(C)n(-c2ccccc2)c1=O the results were aGal spleen mod -5%, TRb SRC2 PPI 6%, CBFb-RUNX1 inh -2%, Tau fluor cs 1%, TexasRed fluor -1%, Epigenetic derep 2.9%, Tau fibril FP -2% and NPSR antag -19%[46.1 µM].
`COCCCNC(=O)C1CCN(C(=O)c2ccc(-n3ccc4ccccc43)s2)CC1` gave TRb SRC2 PPI -2%, Tau fluor cs -5%, TexasRed fluor 0%, Epigenetic derep -0.7% and Tau fibril FP 3%.
Screening COc1cccc(NC(=O)Cn2c(=O)n(-c3ccc(CC(=O)NCC4CCCO4)cc3)c(=O)c3ccccc32)c1 (stereo not given) returned TRb SRC2 PPI 5%, Tau fluor cs -25%, TexasRed fluor 0%, Epigenetic derep 0.0% and Tau fibril FP 3%.

(list continues)
CCCCNC(=O)c1c[nH]c2ccc(S(=O)(=O)N3CCOCC3)cc2c1=O was read as aGal spleen mod 14%, TRb SRC2 PPI 1%, CBFb-RUNX1 inh 4%, Tau fluor cs -11%, TexasRed fluor -3%, Epigenetic derep -0.4%, Tau fibril FP -8% and NPSR antag 2%.
`Cn1ccc(C(=O)N2CCCc3ccccc32)n1` gave aGal spleen mod 8%, TRb SRC2 PPI -1%, CBFb-RUNX1 inh 6%, Tau fluor cs 1%, TexasRed fluor -4%, Epigenetic derep 0.0%, Tau fibril FP 1% and NPSR antag -4%[46.1 µM].
COC(=O)C1=C(C)N(c2cc(C)cc(C)c2)/C(=C/c2ccc(O)cc2)C1=O was read as aGal spleen mod 0%, TRb SRC2 PPI 5%, CBFb-RUNX1 inh 2%, Tau fluor cs -20%, TexasRed fluor -3%, Epigenetic derep 1.2%, Tau fibril FP 2% and NPSR antag -54%.
For CC(C)(C)c1ccc(S(=O)(=O)N2C=CC(C(F)(F)F)=NCC2)cc1 the results were aGal spleen mod 5%, TRb SRC2 PPI -14%, CBFb-RUNX1 inh 7%, Tau fluor cs -14%, TexasRed fluor -2%, Epigenetic derep 0.9%, Tau fibril FP 4% and NPSR antag -13%[46.1 µM].
Screening COc1ccccc1Cc1nc2ccccc2nc1SCC(=O)NCc1ccc(F)cc1 returned TRb SRC2 PPI 2%, Tau fluor cs -11%, TexasRed fluor -1%, Epigenetic derep -1.6% and Tau fibril FP -6%.
Screening O=C(Nc1ccc(F)cc1)c1ccc(CSc2ccccc2)o1 returned aGal spleen mod -7%, TRb SRC2 PPI 2%, CBFb-RUNX1 inh 7%, Tau fluor cs inconclusive, TexasRed fluor 8%, Epigenetic derep -0.1%, Tau fibril FP -10% and NPSR antag -1%.
Screening O=C(c1cccc(F)c1)N1C2C=CC(C2)C1(C(F)(F)F)C(F)(F)F (stereo not given) returned aGal spleen mod -15%, TRb SRC2 PPI 8%, CBFb-RUNX1 inh -3%, Tau fluor cs -1%, TexasRed fluor -2%, Epigenetic derep -1.3%, Tau fibril FP -9% and NPSR antag 0%[46.1 µM].
COCC1CCCCN1Cc1cn[nH]c1-c1ccc(OC)cc1OC (stereo not given) was read as aGal spleen mod -10%, TRb SRC2 PPI -2%, CBFb-RUNX1 inh inconclusive, Tau fluor cs -2%, TexasRed fluor -7%, Epigenetic derep -1.1%, Tau fibril FP 0% and NPSR antag -9%.
`O=C(c1ccc(OC2CCN(C(=O)c3cccnc3)CC2)cc1)N1CCCCCC1` gave aGal spleen mod 17%, TRb SRC2 PPI 6%, CBFb-RUNX1 inh 16%, Tau fluor cs -3%, TexasRed fluor -4%, Epigenetic derep 4.5%, Tau fibril FP 5% and NPSR antag 16%.
`Oc1ccccc1/C=N/Nc1ccnc(SCc2ccccc2)n1` gave aGal spleen mod inconclusive, TRb SRC2 PPI 5%, CBFb-RUNX1 inh 2%, Tau fluor cs -1%, TexasRed fluor -3%, Epigenetic derep 0.0%, Tau fibril FP -7% and NPSR antag -25%.
Cc1cc(C)cc(-n2ccn(CC(=O)Nc3cc(C)ccc3C)c(=O)c2=O)c1 was read as TRb SRC2 PPI 1%, Tau fluor cs -12%, TexasRed fluor 7%, Epigenetic derep 0.0% and Tau fibril FP 0%.
For CC1(C)Cc2ccccc2-c2c1c(=O)n(Cc1ccccc1)c1nnnn21 the results were aGal spleen mod 6%, TRb SRC2 PPI -3%, CBFb-RUNX1 inh -3%, Tau fluor cs -2%, TexasRed fluor -4%, Epigenetic derep -0.8%, Tau fibril FP 4% and NPSR antag inconclusive.
`CCOc1ccc(NS(=O)(=O)CC23CCC(CC2=O)C3(C)C)cc1` (stereo not given) gave aGal spleen mod 7%, TRb SRC2 PPI -7%, CBFb-RUNX1 inh 2%, Tau fluor cs -13%, TexasRed fluor 2%, Epigenetic derep -2.4%, Tau fibril FP 0% and NPSR antag 2%[46.1 µM].
Screening Cc1cc(C)cc(NC2=CC(=O)CC(c3ccco3)C2)c1 (stereo not given) returned aGal spleen mod 0%, TRb SRC2 PPI -2%, CBFb-RUNX1 inh -7%, Tau fluor cs -8%, TexasRed fluor -4%, Epigenetic derep -1.0%, Tau fibril FP 3% and NPSR antag 5%[46.1 µM].
For Cc1ccc(C2=Nc3ccccc3N=C(c3ccco3)C2)c(O)c1 the results were aGal spleen mod 6%, TRb SRC2 PPI -1%, CBFb-RUNX1 inh 0%, Tau fluor cs -14%, TexasRed fluor -1%, Epigenetic derep 0.9%, Tau fibril FP -1% and NPSR antag -5%[46.1 µM].
Screening O=C(Cc1ccc(Br)cc1)Nc1nc2ccccc2[nH]1 returned aGal spleen mod 2%, TRb SRC2 PPI -1%, CBFb-RUNX1 inh 4%, Tau fluor cs -19%, TexasRed fluor 1%, Epigenetic derep 6.8%, Tau fibril FP 7% and NPSR antag 1%[7.67 µM].
For O=C1OCCN1C(=O)[C@H]1[C@H](c2ccc([N+](=O)[O-])cc2)C(c2cccc(Cl)c2)=NN1c1ccc(Br)cc1 the results were aGal spleen mod 1%, TRb SRC2 PPI 9%[53 µM], CBFb-RUNX1 inh -7%, Tau fluor cs inconclusive, TexasRed fluor 5%[53 µM], Epigenetic derep -5.3%[40.7 µM] and Tau fibril FP -13%.
For CCOC(=O)/C(=C\Nc1ccccc1C(F)(F)F)Sc1ncc(C(F)(F)F)cc1Cl the results were aGal spleen mod -15%, TRb SRC2 PPI -17%, CBFb-RUNX1 inh 18%, Tau fluor cs -4%, TexasRed fluor 1%, Epigenetic derep -6.0%, Tau fibril FP -18% and NPSR antag inconclusive.

Not all compounds are listed; rates above refer to the full screens.
